Cdc42 wt GTP: modulators of GTP binding to wildtype Cdc42, primary screen, biochemical, multiplex bead flow cytometry, Bodipy-GTP | Cell division control protein 42 homolog (Homo sapiens), P60953 | GST-Cdc42 beads; actives lie on both sides | percent activity (GTP binding), % at 10 µM | hit rate 0.2% among 190,000 | AID 761, 2007;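 active = percent activity GTP binding at least 20 points away from the 100% baseline, either down as inhibitor or up as activator; inconclusive = compound flagged as likely green fluorescent from well-wide comparison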;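 also: median bead fluorescence of bound Bodipy-FL-GTP at 100 nM; 0% = excess unlabeled GTP control and 100% = no compound control; below 100% means less GTP binding so inhibitor and above means activator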
Target sequence (P60953 whole entry, looked up): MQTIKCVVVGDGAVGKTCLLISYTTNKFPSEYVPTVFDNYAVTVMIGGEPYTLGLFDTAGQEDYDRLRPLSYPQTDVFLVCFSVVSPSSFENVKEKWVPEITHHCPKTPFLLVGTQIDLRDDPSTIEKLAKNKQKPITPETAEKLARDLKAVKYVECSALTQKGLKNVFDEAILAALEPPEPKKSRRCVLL
Pf gamet viab: late stage P. falciparum gametocyte viability inhibitors, primary screen, ATP luminescence, HTS; inhibition, % at 10.9 µM; hit rate 0.065% among 150,000; P. falciparum stage V gametocytes, 24 h;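 active = inhibition above the mean plus 3 SD of compounds within the control limits, set per campaign, cut at about 38% in these data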;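 also: 0% = DMSO wells and 100% = medium only without gametocytes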
Rab2A wt mod: modulators of GTP binding to Rab2A wildtype, primary screen, biochemical, dog, bead-based flow cytometry, multiplex | Ras-related protein Rab-2A (Canis lupus familiaris), P61105 | GST-Rab2 wt beads, Bodipy-GTP binding | GTP binding activity, % at 10 µM | hit rate 0.19% among 190,000;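 active = GTP binding activity at least 20 points away from 100%, either lowered or raised; inconclusive = signal likely due to the compound's own green fluorescence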;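 also: 0% = beads with excess unlabeled GTP and 100% = no-compound control corrected for plate trend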
GSH bead fluor: compound fluorescence on glutathione beads, profiling panel, artefact control, biophysical, 488/530 nm, flow cytometry. GSH beads flow cytometry, compound fluorescence 488/530 nm; stronger effect = higher value. hit rate 0.25% among 190,000. AID 1776, 2009. fluorescence (KMESF) at 10 µM; in the data active = fluorescence above about 89;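 also: glutathione beads carrying GST-tagged Bcl family fusion proteins plus one bare bead set; values are compound well signal with DMSO vehicle wells as background; inactives centre near 16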
Rab7 wt modul: modulators of GTP binding to Rab7, primary screen, biochemical, wildtype, multiplex bead flow cytometry; GTP binding activity (percent of control), % at 10 µM; Rab7 GTPase wild type (dog), Bodipy-FL-GTP binding; AID 758, 2007; GST-Rab7 beads, fluorescent GTP binding; actives lie on both sides; untreated = 100%, excess cold GTP = 0%; hit rate 0.055% among 190,000;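 active = fluorescent GTP binding to Rab7 beads changed by at least 20 points from the 100% baseline, either direction, mostly lower; inconclusive = compound itself probably fluorescent, or too few beads counted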;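 also: median green fluorescence of bound Bodipy-FL-GTP per Rab7 bead population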
Rac1 wt GTP bind: wildtype Rac1 GTP binding modulators, primary screen, biochemical, GST-Rac1 beads, flow cytometry, multiplex | Ras-related C3 botulinum toxin substrate 1 (Homo sapiens), P63000 | fluorescent GTP binding; actives lie on both sides; 0 = cold GTP competed, 100 = untreated | GTP binding activity (% of control), % at 10 µM | hit rate 0.27% among 190,000;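 active = GTP binding activity at least 20 points away from the 100% control level, either lower or higher; inconclusive = compound flagged as likely green fluorescent, judged across all proteins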
Avidin fluor: green autofluorescence of compounds with avidin beads – biophysical, 488/530 nm, flow cytometry, artefact control, profiling panel; compound fluorescence 488/530 nm; stronger effect = higher value; fluorescence (KMESF) at 10 µM; hit rate 0.38% among 220,000; AID 1775, 2009; in the data active = fluorescence above about 47; also: inactives centre near 10
ABCG2 inh: ABCG2 efflux pump inhibitors, primary screen, multiplex with ABCB1, IgMXP3 cells, flow cytometry | inhibition, % at 6.6 µM | hit rate 0.1% among 190,000 | Broad substrate specificity ATP-binding cassette transporter ABCG2 (Homo sapiens), Q9UNQ0 | JC-1 efflux | AID 1325, 2008;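 active = inhibition above 80%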;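 also: 0% = DMSO and 100% = nicardipine control wells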
Target sequence (Q9UNQ0 whole entry, looked up): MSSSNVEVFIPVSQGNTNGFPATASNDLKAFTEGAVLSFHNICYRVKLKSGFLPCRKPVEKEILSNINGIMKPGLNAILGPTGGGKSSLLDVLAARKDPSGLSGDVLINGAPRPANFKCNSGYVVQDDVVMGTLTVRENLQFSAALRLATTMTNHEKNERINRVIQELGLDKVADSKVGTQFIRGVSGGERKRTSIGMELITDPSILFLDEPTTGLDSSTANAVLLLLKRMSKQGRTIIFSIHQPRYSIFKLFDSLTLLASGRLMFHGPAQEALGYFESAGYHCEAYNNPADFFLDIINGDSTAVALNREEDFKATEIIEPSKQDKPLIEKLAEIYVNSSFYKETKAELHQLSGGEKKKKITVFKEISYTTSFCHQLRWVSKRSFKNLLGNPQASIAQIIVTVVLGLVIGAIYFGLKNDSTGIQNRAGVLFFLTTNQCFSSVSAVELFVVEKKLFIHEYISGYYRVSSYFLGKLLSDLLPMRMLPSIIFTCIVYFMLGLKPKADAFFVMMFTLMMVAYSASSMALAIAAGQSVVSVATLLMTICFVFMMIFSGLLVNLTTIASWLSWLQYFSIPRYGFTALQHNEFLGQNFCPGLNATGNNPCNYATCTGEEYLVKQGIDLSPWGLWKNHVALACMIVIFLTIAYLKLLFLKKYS
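Incubation: cells with compound and JC-1, 10 min at 25 °C, rotating, no wash / Test system: IgMXP3 (ABCG2) plus far-red-tagged CCRF-Adr (ABCB1) cells / Compound dosing: one concentration, 6.6 µM final / Also added: JC-1 fluorescent substrate / Evaluation: efflux inhibition in percent versus controls / Detection: flow cytometry, 530 nm JC-1 signal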
HRas wt GTP: modulators of GTP binding to HRas wildtype, primary screen, biochemical, bead-based flow cytometry, multiplex; GTPase HRas (Homo sapiens), P01112; GST-Ras wt beads, Bodipy-FL-GTP binding; actives lie on both sides; GTP binding activity, % at 10 µM; hit rate 0.14% among 190,000; AID 759, 2007;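 active = GTP binding activity at least 20% away from the 100% baseline, either lowered as inhibitor or raised as activator; inconclusive = flagged as likely green fluorescent, judged across all proteins in the well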;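 also: 0% = unlabeled GTP competition control and 100% = no-compound control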
Target sequence (P01112 whole entry, looked up): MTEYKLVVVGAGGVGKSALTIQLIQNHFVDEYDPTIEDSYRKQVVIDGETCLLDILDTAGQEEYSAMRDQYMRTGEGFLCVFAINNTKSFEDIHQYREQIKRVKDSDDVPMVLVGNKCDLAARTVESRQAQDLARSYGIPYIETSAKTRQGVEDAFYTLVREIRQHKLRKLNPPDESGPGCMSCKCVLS
ABCB1 inh: ABCB1 efflux pump inhibitors, primary screen, cell-based, multiplex, flow cytometry, ABCG2 counter-screen; ATP-dependent translocase ABCB1 (Homo sapiens), P08183; CCRF-Adr cells, JC-1 efflux; inhibition, % at 6.6 µM; hit rate 0.067% among 190,000; in the data active = inhibition above about 40%;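 also: 0% = vehicle and 100% = reference inhibitor; higher value means more JC-1 retained so stronger ABCB1 efflux block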
Rac1 mut GTP: GTP binding modulators of activated mutant Rac1, primary screen, biochemical, bead-based flow cytometry, multiplex, fluorescent GTP; GST-Rac1 activated beads; actives lie on both sides; 100% means binding = to untreated wells; percent activity (GTP binding), % at 10 µM; hit rate 0.11% among 190,000; AID 764, 2007;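 active = GTP binding at least 20 percentage points away from the 100% baseline, in either direction, so actives lie on both sides; inconclusive = Compound likely fluorescent itself, or too few beads counted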
The depositor's hits bear a star; ? = inconclusive; · = no result given. Compounds as they come, and some 1.1% of all compounds hit somewhere here.

SMILES	Cdc42 wt GTP	Pf gamet viab	Rab2A wt mod	GSH bead fluor	Rab7 wt modul	Rac1 wt GTP bind	Avidin fluor	ABCG2 inh	HRas wt GTP	ABCB1 inh	Rac1 mut GTP
COc1ccc(C(=O)Nc2c(Cl)cc(Cl)cc2C(=O)N2CCC(C)CC2)cc1	99	·	98	5	95	105	13	6	100	5.4	94
COc1ccc(NC(=O)c2cccnc2SC)cc1OC	94	-6	95	11	94	94	11	17	95	0.3	95
Cc1ccc(C(C#N)c2ccc(C(=O)c3ccc(F)cc3)cc2)cc1 (stereo not drawn)	103	·	101	15	99	109	23	-1	103	0.0	100
Cn1c(=O)[nH]c(NC2CCCCC2)c([N+](=O)[O-])c1=O	98	·	97	10	92	99	15	0	99	-0.1	100
Cc1ccc(OCc2n[nH]c(=S)n2-c2ccc(C)cc2)cc1	94	-18	93	11	96	95	9	-4	96	-0.8	91
COc1ccc(OC)c(/C=C(\NC(=O)c2ccccc2)C(=O)N/N=C/c2ccc(C)s2)c1	105	·	100	19	105	106	22	5	100	-0.1	102
COc1cc(CC(=O)OCn2nnc3ccccc3c2=O)cc(OC)c1OC	98	·	97	14	108	97	16	11	96	1.0	94
O=C(NC1CCCCC1)C1c2ccccc2C(=O)N1Cc1ccco1 (stereo not drawn)	98	·	99	4	101	97	17	2	99	0.8	97
COc1ccc(/C=C(\C#N)C(=O)OCC(=O)NCc2ccccc2)cc1	99	-16	98	30	100	106	11	-6	97	-1.3	102
CCCNC(=O)/C=C/C(=O)O	95	·	99	19	98	94	4	2	95	0.3	95
CCN(CC)S(=O)(=O)c1ccc2oc(C(=O)Nc3ccc(OC)cc3OC)c(C)c2c1	103	·	100	17	103	100	10	0	102	0.2	100
COC(=O)C1=C(C)NC2=C(C(=O)CCC2)C1c1cccc(C)n1 (stereo not drawn)	108	-28	101	23	100	111	32	13	102	1.1	101
CCOC(=O)CC1C(=O)NCCN1C(=O)c1ccc(F)cc1F (stereo not drawn)	99	·	98	30	98	100	3	-1	98	0.2	99
Cc1cccc(C(=O)Nc2sc(C)c(-c3ccccc3)c2C#N)c1	92	-24	97	27	101	96	0	-1	97	-0.1	97
NS(=O)(=O)c1ccc(S(=O)(=O)N(Cc2ccccc2F)CC2CCCO2)cc1 (stereo not drawn)	96	·	94	35	92	92	10	2	94	0.9	91
Cc1cc(NC(=O)CN2CCN(C)CC2)no1	95	4	96	14	106	101	11	-6	98	-0.2	94
O=C(NCCc1ccccc1)c1nc2c(nnn2Cc2ccccc2Cl)c(=O)[nH]1	97	·	98	24	96	102	31	21	98	0.3	97
O=C(NCc1ccco1)c1n[nH]c(=O)c2ccccc12	97	-6	100	11	98	102	16	6	100	1.1	97
CCC(=O)Nc1ccc(F)c(Cl)c1	101	·	101	11	101	110	10	1	103	0.2	99
COc1ccc(C(=O)CSc2nnc(-c3ccco3)c(-c3ccco3)n2)cc1	97	-6	95	12	102	103	8	-10	98	-1.9	91
Cc1nc2c([nH]1)C1(CCN(Cc3ccccc3)CC1)C(C#N)=C(N)O2	101	7	100	5	100	104	6	0	99	0.1	98
O=C(NCc1cccs1)C1CCN(S(=O)(=O)c2ccc(Br)s2)CC1	103	2	103	7	102	103	11	1	103	0.5	101
O=S(=O)(c1ccccc1)N1CCN(c2ncnc3sc(-c4ccccc4)cc23)CC1	102	7	99	50	99	100	10	2	102	1.4	100
COC(=O)c1ccccc1NC(=O)C1CCN(C(=O)c2ccc(OC)cc2)CC1	102	·	101	24	101	101	14	6	103	1.4	99
Cc1nc2cc(-c3ccccc3)nn2c(C)c1CCC(=O)NCc1ccco1	107	·	101	21	99	106	7	7	102	0.7	99
COc1ccc(CNC(=O)c2c(C)nc3ccccn23)cc1	103	·	103	15	99	105	5	2	102	1.1	99
O=C(Nc1ccccc1Cl)N1CCN(C/C=C/c2ccccc2)CC1	99	13	99	6	101	101	2	1	101	0.5	102
Cc1ccc(C=Nc2ccccc2C(N)=O)o1	96	6	98	8	96	102	1	1	100	-0.1	100
Cc1c(C(N)=O)sc2ncn(CCOc3ccccc3)c(=O)c12	89	0	90	10	93	90	25	1	90	0.0	90
COc1cccc(C(C(=O)NC2CCCCC2)N(CC2CCCO2)C(=O)CNC(=O)c2ccco2)c1 (stereo not drawn)	100	·	100	14	99	103	6	0	101	0.1	99

Already shown: entries from further up.
SMILES	Cdc42 wt GTP	Pf gamet viab	Rab2A wt mod	GSH bead fluor	Rab7 wt modul	Rac1 wt GTP bind	Avidin fluor	ABCG2 inh	HRas wt GTP	ABCB1 inh	Rac1 mut GTP
O=C(NCc1ccco1)c1n[nH]c(=O)c2ccccc12	97	-6	100	11	98	102	16	6	100	1.1	97
CCC(=O)Nc1ccc(F)c(Cl)c1	101	·	101	11	101	110	10	1	103	0.2	99
COc1ccc(C(=O)CSc2nnc(-c3ccco3)c(-c3ccco3)n2)cc1	97	-6	95	12	102	103	8	-10	98	-1.9	91
Cc1nc2c([nH]1)C1(CCN(Cc3ccccc3)CC1)C(C#N)=C(N)O2	101	7	100	5	100	104	6	0	99	0.1	98
O=C(NCc1cccs1)C1CCN(S(=O)(=O)c2ccc(Br)s2)CC1	103	2	103	7	102	103	11	1	103	0.5	101
O=S(=O)(c1ccccc1)N1CCN(c2ncnc3sc(-c4ccccc4)cc23)CC1	102	7	99	50	99	100	10	2	102	1.4	100
COC(=O)c1ccccc1NC(=O)C1CCN(C(=O)c2ccc(OC)cc2)CC1	102	·	101	24	101	101	14	6	103	1.4	99
Cc1nc2cc(-c3ccccc3)nn2c(C)c1CCC(=O)NCc1ccco1	107	·	101	21	99	106	7	7	102	0.7	99
COc1ccc(CNC(=O)c2c(C)nc3ccccn23)cc1	103	·	103	15	99	105	5	2	102	1.1	99
O=C(Nc1ccccc1Cl)N1CCN(C/C=C/c2ccccc2)CC1	99	13	99	6	101	101	2	1	101	0.5	102
Cc1ccc(C=Nc2ccccc2C(N)=O)o1	96	6	98	8	96	102	1	1	100	-0.1	100
Cc1c(C(N)=O)sc2ncn(CCOc3ccccc3)c(=O)c12	89	0	90	10	93	90	25	1	90	0.0	90
COc1cccc(C(C(=O)NC2CCCCC2)N(CC2CCCO2)C(=O)CNC(=O)c2ccco2)c1 (stereo not drawn)	100	·	100	14	99	103	6	0	101	0.1	99

Next records follow:
SMILES	Cdc42 wt GTP	Pf gamet viab	Rab2A wt mod	GSH bead fluor	Rab7 wt modul	Rac1 wt GTP bind	Avidin fluor	ABCG2 inh	HRas wt GTP	ABCB1 inh	Rac1 mut GTP
COc1ccc(/C=N/NC(=O)C(N)=O)c(OC)c1OC	?	·	?	7	?	?	1	20	?	1.4	?
CC(C)Nc1nc(NC(C)C)nc(N(C)N)n1	98	·	99	7	98	98	9	0	99	0.1	98
Cc1ccc2c(c1)N(C(=O)CCC(=O)N1CCc3ccccc3C1)CCO2	100	·	100	32	98	100	16	39	98	5.5	100
CC(C)Cc1ccc(C(C)C(=O)Nc2ccc(O)cc2)cc1 (stereo not drawn)	93	-6	95	24	95	93	5	0	93	-0.1	90
C=CCn1c(SCC(=O)Nc2ccc3c(c2)CCC3)nnc1-c1cccs1	99	·	98	74	97	103	11	7	99	1.9	97
Cc1cccc(-n2c(-c3ccco3)n[nH]c2=S)c1	91	-4	94	9	99	96	2	-3	97	-0.1	97
C=CCc1cccc2cc(C(=O)NNC(=O)c3ccncc3)c(=O)oc12	98	3	99	13	105	100	13	10	96	0.3	95
CCCN1C(=O)/C(=C/c2cc(C)n(C)c2C)SC1=Nc1ccc(OCC)cc1	97	·	96	8	94	98	8	0	99	-0.6	93
CCOC(=O)N1CCC(N2Cc3cccc(C(=O)Nc4cc(F)ccc4F)c3C2=O)CC1	97	·	96	21	96	100	8	13	96	11	96
Cc1cc2cc(CNC(=S)Nc3ccc(OC(F)(F)F)cc3)ccc2[nH]1	100	·	99	16	97	101	6	-3	99	-0.1	96

2 records drawn at random from the list so far, as already listed:
SMILES	Cdc42 wt GTP	Pf gamet viab	Rab2A wt mod	GSH bead fluor	Rab7 wt modul	Rac1 wt GTP bind	Avidin fluor	ABCG2 inh	HRas wt GTP	ABCB1 inh	Rac1 mut GTP
Cc1nc2c([nH]1)C1(CCN(Cc3ccccc3)CC1)C(C#N)=C(N)O2	101	7	100	5	100	104	6	0	99	0.1	98
COc1ccc(NC(=O)c2cccnc2SC)cc1OC	94	-6	95	11	94	94	11	17	95	0.3	95

(list continues)
SMILES	Cdc42 wt GTP	Pf gamet viab	Rab2A wt mod	GSH bead fluor	Rab7 wt modul	Rac1 wt GTP bind	Avidin fluor	ABCG2 inh	HRas wt GTP	ABCB1 inh	Rac1 mut GTP
Clc1ccccc1CN(Cc1ccccc1)C(c1cccs1)c1nnnn1C1CCCC1 (stereo not drawn)	97	·	98	9	96	99	5	1	98	0.2	95
O=C(CCc1ccccc1)NC(=S)NCc1ccco1	98	-1	96	10	98	102	13	14	96	0.3	97
O=c1[nH]c2ccc(NC(=S)Nc3ccccc3Cl)cc2[nH]1	101	5	101	13	103	103	5	0	101	-0.1	100
CCN(CC)c1cc(Oc2ccccc2)ncn1	96	-11	98	36	99	100	15	7	98	2.4	98
O=C(COC(=O)CCC(=O)c1cccs1)NCc1ccco1	103	·	101	9	100	107	9	1	100	0.6	100
COc1ccc(CCCc2nnc(SCC(=O)Nc3nccs3)n2C)cc1C	102	·	101	36	104	106	14	6	103	1.1	99

Assay outcomes deposited in PubChem by several laboratories.
